VLA-4 antagonist = inhibitors of LDV-FITC binding to Mn2+-activated VLA-4, primary screen, Jurkat cells; LDV-FITC binding with Mn2+, flow cytometry; 100% = Mn2+-driven binding gain fully reversed; actives 0.2% (n = 24,000); Integrin alpha-4 (Homo sapiens), P13612; inhibition, % at 10 µM (by protocol);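 active = inhibition above 50%; inconclusive = compound itself fluorescent, judged against control cell fluorescence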;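 also: 0% = Mn2+ stimulated cells lacking compound and 100% = ligand binding without Mn2+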
Target sequence (P13612 whole entry, looked up): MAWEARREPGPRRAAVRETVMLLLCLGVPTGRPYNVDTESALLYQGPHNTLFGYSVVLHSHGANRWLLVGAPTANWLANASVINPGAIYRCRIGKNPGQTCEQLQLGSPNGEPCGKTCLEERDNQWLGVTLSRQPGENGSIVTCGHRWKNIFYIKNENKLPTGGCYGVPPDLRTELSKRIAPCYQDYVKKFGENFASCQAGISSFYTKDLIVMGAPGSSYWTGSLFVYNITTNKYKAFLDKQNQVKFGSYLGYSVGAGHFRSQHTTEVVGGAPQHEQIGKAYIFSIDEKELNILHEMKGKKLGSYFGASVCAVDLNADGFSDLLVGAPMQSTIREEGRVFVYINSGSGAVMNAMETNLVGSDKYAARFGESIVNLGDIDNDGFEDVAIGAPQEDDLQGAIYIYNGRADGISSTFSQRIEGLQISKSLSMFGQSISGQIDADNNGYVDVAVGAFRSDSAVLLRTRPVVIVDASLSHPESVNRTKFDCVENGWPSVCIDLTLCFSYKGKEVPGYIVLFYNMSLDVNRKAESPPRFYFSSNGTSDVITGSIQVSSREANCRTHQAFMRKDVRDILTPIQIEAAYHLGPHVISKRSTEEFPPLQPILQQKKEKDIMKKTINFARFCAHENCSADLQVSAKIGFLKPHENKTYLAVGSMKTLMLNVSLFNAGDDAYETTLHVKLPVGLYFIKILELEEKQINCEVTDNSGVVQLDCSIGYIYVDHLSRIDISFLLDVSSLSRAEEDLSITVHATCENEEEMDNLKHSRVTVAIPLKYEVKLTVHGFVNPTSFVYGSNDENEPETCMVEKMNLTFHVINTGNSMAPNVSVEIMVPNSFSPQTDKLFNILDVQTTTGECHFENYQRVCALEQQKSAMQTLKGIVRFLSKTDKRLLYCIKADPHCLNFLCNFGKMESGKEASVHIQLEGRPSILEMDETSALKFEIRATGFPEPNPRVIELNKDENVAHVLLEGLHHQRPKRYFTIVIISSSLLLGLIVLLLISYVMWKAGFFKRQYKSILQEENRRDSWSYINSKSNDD
VLA-4 allo ag = enhancers of LDV-FITC binding to VLA-4 integrin, primary screen, Jurkat cells, flow cytometry; activation, % at 10 µM (by protocol); Integrin alpha-4 (Homo sapiens), P13612; 24,000 tested, under 10 active;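 active = fluorescent ligand binding to cells raised by more than 40% of the manganese-induced maximum; inconclusive = compound's own fluorescence above 85% of the ligand control signal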;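 also: 0% = ligand binding without compound and 100% = manganese-stimulated maximal binding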
Jurkat autofluor = compound autofluorescence on Jurkat cells, primary screen, artefact control for VLA-4 allosteric ligand project, cell-based, flow cytometry; stronger effect = higher value; 1 = vehicle-only cell background; fluorescence ratio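 (tested at 10 µM compound in the well)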; actives 0.61% (n = 24,000); AID 576, 2007;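 active = fluorescence ratio above 2.44, which is 1 plus 3 SD of all ratios; inconclusive = signal too bright to measure linearly, ratio around 10 or more; inactive = fluorescence ratio below 2.44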;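 also: green fluorescence of cells measured with 488 nm excitation and 530 nm emission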
Prostate diff = activators of LNCaP prostate cell differentiation, primary screen, flow cytometry side scatter | actives 0.56% (n = 24,000) | 4 d | side scatter shift, % at 10 µM | AID 795, 2007;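 active = side scatter shift above 30%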;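 also: androgen-responsive LNCaP prostate cancer cells in charcoal-stripped serum medium; percent of cells past a gate set so DMSO wells show 10% shift; higher shift means more granular cells and more differentiation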
Starred values were filed as active, the others as inactive; u = inconclusive. This is a subset; count on the stated rates, not on these rows.

nr	molecule	VLA-4 antagonist	VLA-4 allo ag	Jurkat autofluor	Prostate diff
1	O=C1CN(C(=O)COC(=O)C23CC4CC(CC(O)(C4)C2)C3)c2ccccc2N1	-16	7	1.1	8
2	Cc1c(C)c2cc(Cl)c(O)c(CN3CCCCC3)c2oc1=O	-17	0	1.1	15
3	CC1CCN(C(C(=O)Nc2ccc3c(c2)OCO3)c2ccccc2)CC1 (stereo unspecified)	3	-6	1	14
4	CN(C)c1ccc(NC(=O)Cn2ncn3c(cc4ccccc43)c2=O)cc1	-34	3	1	6
5	CCCCOC(=O)Cn1c(=O)oc2ccc(C)cc21	10	-1	1.1	3
6	O=S(c1ccsc1)c1ccsc1	-5	-2	0.99	13
7	COc1ccc(OC)c(NC(=O)C2CCCN(S(=O)(=O)c3c(C)noc3C)C2)c1 (stereo unspecified)	-11	0	1.1	5
8	CC12C(=O)N(c3ccccn3)C(=O)C1C1C=CC2C1 (stereo unspecified)	-7	-2	1	13
9	COC(=O)c1ccc(CSc2nc3c(cnn3-c3ccc(C)cc3)c(=O)[nH]2)o1	-11	-4	0.97	10
10	CCN(CC)C(=O)C1=C(C)NC(=O)NC1c1c(F)cccc1Cl (stereo unspecified)	-16	-2	1.1	10
11	CCS(=O)(=O)N1CCC(C(=O)NCc2ccco2)CC1	-36	8	1	12
12	CCOC(=O)N1CCN(S(=O)(=O)c2ccc3[nH]c(=O)sc3c2)CC1	-14	-5	1	10
13	COCCn1c(=N)c(C(=O)NCCc2ccccc2)cc2c(=O)n3cccc(C)c3nc21	4	-10	1.2	10
14	CCOC(=O)C1CCN(c2c(NCc3ccc(C(=O)NCCC(C)C)cc3)c(=O)c2=O)CC1	28	2	0.96	4
15	Cc1[nH]nc(N=CC2=C(O)CC(C)(C)CC2=O)c1-c1ccccc1	-8	4	1.2	7
16	CCOc1ccc(C(=O)Nc2ccc(NC(=O)c3ccco3)c(Cl)c2)cc1Br	u	u	1.1	19
17	CCOC(=O)c1[nH]c(C)c(C(=O)N2CCOCC2)c1C	5	-4	1.1	4
18	COC(=O)c1ccc(-n2nnnc2SCc2nn[nH]n2)cc1	-9	6	1.1	3
19	Cn1c(NC(=O)c2ccccc2NC(=O)C(C)(C)C)nc2ccccc21	-4	-2	1	15
20	Cc1ccc(-n2ncc3c(=O)n(CC(=O)N4CCCc5ccccc54)cnc32)cc1C	-1	-32	1.4	6
21	COc1ccc(OC)c(C2N(c3ccc(Cl)cc3)C(=O)C3CCCN32)c1 (stereo unspecified)	-6	1	1	12
22	C=CCNS(=O)(=O)c1ccc2nsnc2c1	-5	8	1	10
23	CCn1nnc(NC(=O)c2ccc(-c3ccc(Cl)cc3)o2)n1	u	u	1.2	3
24	O=C(CNS(=O)(=O)c1ccc(Br)s1)N1CCC(N2CCCCC2)CC1	-20	6	1	3
25	O=C(OCCN=C1NS(=O)(=O)c2ccccc21)C1CC(=O)N(c2ccc(Cl)cc2)C1 (stereo unspecified)	-14	-4	1.1	3
26	Cc1oc(-c2ccccc2F)nc1CS(=O)(=O)CC(=O)NCCCN1CCc2ccccc2C1	0	-3	0.96	13
27	COc1ccc(CCNC(=O)CSC2=Nc3ccccc3C3=NC(C(C)C)C(=O)N23)cc1OC (stereo unspecified)	u	u	1.1	6
28	CCC(C)(NC(=O)c1ccc(=O)[nH]c1)C(=O)NC1CCCC1 (stereo unspecified)	4	0	0.99	4
29	CCOc1ccc(C(F)(F)F)cc1NC(C)=O	8	0	1	5
30	CCOC(=O)c1sc(NC(=O)c2cccnc2)nc1C	4	1	0.95	6
31	COc1cc(NC(=O)c2noc3c2CCCC3)c(OC)cc1Cl	-3	2	1.1	7
32	Cc1[nH]nc2c1C(c1cccc(OC(=O)N3CCOCC3)c1)C(C#N)=C(N)O2 (stereo unspecified)	-8	2	1	13
33	Cn1nc(C(=O)Nc2cccc(C(F)(F)F)c2)ccc1=O	5	4	1	10
34	CCCOC(=O)NC(CC)COC(=O)Nc1cccc(C)c1C (stereo unspecified)	-7	-1	0.93	10
35	CCc1cc(=O)n2[nH]c(C)c(-c3ccccc3OC)c2n1	4	-6	0.99	4
36	CC(C)CCNC(=O)C(c1ccco1)N(CC1CCCO1)C(=O)Cn1nnc2ccccc21 (stereo unspecified)	-24	7	1.1	7
37	CCOC(=O)c1cccc(NC(=O)C2CCCN(S(=O)(=O)c3c(C)nn(C)c3C)C2)c1 (stereo unspecified)	40	1	1	8
38	COc1ccc(S(=O)(=O)Cc2ccc(C(=O)N3CCN(c4ccccc4)CC3)o2)cc1	-13	-2	1.1	11
39	CC(C)(C)SCCNC(=O)CSc1ccccc1	-9	0	1.1	9
40	CCOC(=O)/C=C1\SCC(=O)N1Cc1nnc(-c2ccccc2Br)o1	-9	1	1.4	6
41	COc1cccc(CNC(=O)C2CCN(S(=O)(=O)c3ccc(F)cc3)CC2)c1	-10	1	1	7
42	COC(=O)C1=C(C)Nc2nnnn2C1c1ccc(Cl)cc1Cl (stereo unspecified)	9	-4	1	2
43	COc1ccccc1CN1CCCC(C(=O)N(C)Cc2ccccc2)C1 (stereo unspecified)	-8	-3	1	6
44	CCC1CCCN1Cn1cnc2c([nH]c3ccccc32)c1=O (stereo unspecified)	1	-1	1.1	5
45	CC(c1ccco1)N(C(=O)c1ccc(S(=O)(=O)N2CCCCC2)cc1)c1ccccn1 (stereo unspecified)	45	-5	1.1	16
46	COc1ccc(N2C(=O)C3CCCN3C2c2cccc(F)c2)cc1Cl (stereo unspecified)	13	3	1	10
47	CN1CCN(c2nc(-c3cccs3)cc(C(F)(F)F)n2)CC1	-13	3	1	8
48	CCOC(=O)N1CCC(NC(=O)CCc2c(C)nc3c(c(C)nn3-c3ccccc3)c2C)CC1	2	7	0.85	2
49	O=C(CSc1nnc(NC(=O)CN2CCOCC2)s1)Nc1ccccc1	-11	-2	1	6
50	CCOc1ccc(/C=N/n2cnnc2)cc1	-19	6	1.1	6

Continued.
nr	molecule	VLA-4 antagonist	VLA-4 allo ag	Jurkat autofluor	Prostate diff
51	CSc1nc(C2CC2)cc(-c2cccs2)c1C#N	-1	-2	1.1	9
52	Cc1ccc2oc(=O)c3cnn(CC(=O)N(CCC(C)C)Cc4ccco4)c3c2c1	-1	-6	1.1	9
53	CCCSc1nc2c(cnn2-c2ccc(Cl)cc2)c(=O)[nH]1	-10	0	0.99	21
54	CCn1c(=N)n(CC(=O)C23CC4CC(CC(C4)C2)C3)c2ccccc21	8	-9	1.1	6
55	CCOC(=O)CSc1nnc(CNC(=O)Cc2ccccc2)n1C	40	-6	1.1	8
56	COc1ccc2cc3cc(C(=O)NCc4ccccn4)oc3nc2c1	u	u	1.1	4
57	CCCCn1nnnc1SCC(=O)N1CCN(C(=O)c2ccco2)CC1	-10	6	0.98	5
58	COc1ccc(S(=O)(=O)Nc2ccc(C)cc2)cc1OC	-20	12	0.87	9
59	CCCCNC(=O)OCCNC(=O)Oc1cccc(C)c1	-11	-2	1.1	4
60	COCCNC(=O)c1cc(-c2ccc(OC)c(OC)c2)on1	-2	5	1.1	6
61	O=C(CCn1nc(-c2ccc(Cl)cc2)ccc1=O)N1CCOCC1	-4	-7	1.1	8
62	Cn1c2ccccc2c2c(C(=O)NCCCN3CCCC3=O)cn(C3CCCCC3)c(=O)c21	1	1	1.1	4
63	CC(C)(C)n1ncc2c(=O)n(CC(=O)c3ccc(Cl)cc3)cnc21	u	u	1.3	11
64	CC(C)(C)n1nc2c(c1NC(=O)COc1ccc(Cl)cc1)CSC2	-3	0	0.98	9
65	CCOC(=O)N1CCN(c2c(NCCN(C)Cc3ccccc3)c(=O)c2=O)CC1	-7	-4	1	4
66	COc1ccccc1CNC(=O)C1CCN(Cc2nc(-c3ccc(Cl)cc3)oc2C)CC1	u	u	1.3	32*
67	Cc1cc(N2CCC(C)CC2)nc2ccc(N3C(=O)CCC3=O)cc12	u	u	1	3
68	CCOCCCN(Cc1cc2cc(C)cc(C)c2[nH]c1=O)C(=O)N(CC)CC	6	1	1	13
69	CCCCN(CC)S(=O)(=O)N1CCC(C(=O)NCCCN2CCOCC2)CC1	-4	3	1.1	12
70	CCOC(=O)N1CCC(NC(=O)Cn2cc3c(n2)CCCCC3)CC1	-1	-5	1.1	7
71	Cc1ccc(CNC(=O)CCCn2c(=O)[nH]c3ccccc3c2=O)cc1	0	-4	1.1	4
72	CCOC(=O)CN1CC23C=CC(O2)C(C(=O)O)C3C1=O (stereo unspecified)	-8	0	1	14
73	COc1ccc(-c2cc(C(=O)N3CCN(C(c4ccccc4)c4ccccc4)CC3)no2)cc1	11	-4	0.96	6
74	CCCCCNC(=O)c1cc(S(=O)(=O)N2CCCCC2)ccc1F	u	u	1.1	3
75	CCCCOCCCNC(=O)COc1ccccc1	-25	2	0.98	4

Of the compounds above, two contain a cyano group.
nr	molecule	VLA-4 antagonist	VLA-4 allo ag	Jurkat autofluor	Prostate diff
32	Cc1[nH]nc2c1C(c1cccc(OC(=O)N3CCOCC3)c1)C(C#N)=C(N)O2 (stereo unspecified)	-8	2	1	13
51	CSc1nc(C2CC2)cc(-c2cccs2)c1C#N	-1	-2	1.1	9

Four of the entries above in order of the Prostate diff value, highest first.
cpd | Molecule | VLA-4 antagonist | VLA-4 allo ag | Jurkat autofluor | Prostate diff
66 | COc1ccccc1CNC(=O)C1CCN(Cc2nc(-c3ccc(Cl)cc3)oc2C)CC1 | u | u | 1.3 | 32*
55 | CCOC(=O)CSc1nnc(CNC(=O)Cc2ccccc2)n1C | 40 | -6 | 1.1 | 8
54 | CCn1c(=N)n(CC(=O)C23CC4CC(CC(C4)C2)C3)c2ccccc21 | 8 | -9 | 1.1 | 6
75 | CCCCOCCCNC(=O)COc1ccccc1 | -25 | 2 | 0.98 | 4

The listing continues:
nr	molecule	VLA-4 antagonist	VLA-4 allo ag	Jurkat autofluor	Prostate diff
76	Cc1nc2ccc(S(=O)(=O)NCC(=O)N3CCC(N4CCCCC4)CC3)cc2s1	5	6	1.1	26
77	CCOC(=O)Cn1c(=O)oc2cc(S(=O)(=O)N3CCCC(C(=O)OCC)C3)ccc21 (stereo unspecified)	u	u	3.1*	12
78	Cn1c(=O)[nH]c(=O)c2c1nc(N1CCCCCC1)n2CCCSc1nc2ccccc2o1	-10	3	1.1	23
79	O=C(NCc1ccccc1)C1CCN(S(=O)(=O)N2CCCCCC2)CC1	-29	3	1	3
80	O=c1cnnc(NCc2ccccc2)[nH]1	-8	3	1.1	3
81	CCNC(=O)c1c(C)[nH]c(C(=O)OCC)c1C	u	u	1.2	8
82	Cc1onc(-c2ccccc2)c1C(=O)N1CCOCC1	-5	-1	1	3
83	COc1ccc(N(C(=O)c2cccc(OC)c2OC)C2C=CS(=O)(=O)C2)c(OC)c1 (stereo unspecified)	6	9	1	1
84	CS(=O)(=O)N(CC(=O)Nc1ccc2c(c1)OCO2)Cc1ccc(Cl)cc1	0	0	1.1	21
85	CCOC(=O)C1CCCN(C(=O)c2cn(C)c3ccc(S(=O)(=O)N4CCCC4)cc3c2=O)C1 (stereo unspecified)	-3	-3	1	15
86	Cc1ccccc1OCC(O)CN (stereo unspecified)	-4	-4	1.3	12
87	COc1cc(C2C(C#N)=C(C)NC3=C2C(=O)CC(C)(C)C3)ccc1O (stereo unspecified)	-10	-6	1.1	4
88	Cc1cc(-c2ccccc2)c2c3c(cn2n1)c(=O)n(C)c(=O)n3C	8	-18	1	10
89	COC(=O)c1cc2sc(Cl)cc2n1CC(=O)Nc1cccc(SC)c1	u	u	1.2	7
90	O=C(c1ccco1)N1CCN(C(=O)c2ccc(Cn3cc(Br)cn3)o2)CC1	-16	0	1	6
91	O=C(Nc1ccc(Cl)cc1)C1CC=CCC1C(=O)OCC(F)(F)C(F)F (stereo unspecified)	-10	-2	1.1	8
92	CCCC(=O)N(c1ccc(F)cc1)C1C=CS(=O)(=O)C1 (stereo unspecified)	-9	-4	1	3
93	Cc1noc(NS(=O)(=O)c2ccc(NC(=O)c3cnc4n(c3=O)CCS4)cc2)c1C	-19	-1	0.96	8
94	CC(C)c1ccc(-c2nc(N3CCCC3)nc3n[nH]c(N)c23)cc1	-3	1	0.99	11
95	CCOc1ccc(N(CC(=O)NCc2ccc(OC)cc2)S(=O)(=O)c2c(C)noc2C)cc1	u	8	0.82	9
96	COc1cccc(C(=O)Nc2c3c(nn2-c2cccc(C)c2C)CS(=O)C3)c1OC (stereo unspecified)	-12	5	1	13
97	COc1ccc(NC(=O)Cn2cccc2)c(OC)c1	-20	2	1	2
98	CCOC(=O)Cn1nnc(-c2ccc(SC)cc2)n1	-6	8	0.94	7
99	CCSCCC(NC1=CC(=O)CC(C)(C)C1)C(=O)O (stereo unspecified)	-3	3	1	3
100	O=S1(=O)C=C(Sc2nnc(-c3ccccc3)o2)c2ccccc21	-14	7	1.1	13
101	O=c1cc(-c2ccccc2)[nH]c2nc3ccccc3n12	-6	6	1.1	8
102	CCn1c(=O)cc(O)c2c(=O)n(C)c(=O)n(C)c21	15	-4	1	14
103	C=CCOC(=O)C1=C(C)Nc2nc3ccccc3n2C1c1ccncc1 (stereo unspecified)	-20	8	0.99	6

Screens: PubChem, NMMLSC
